# A-T KAP1 phos – qHTS Assay for Identifying a Potential Treatment of Ataxia-Telangiectasia; […] A-T fibroblasts, KAP-1 phosphorylation AlphaLISA; neocarzinostatin DNA damage 30 min before lysis; Potency, µM (titrated, usually from 57.5 µM), for inactives: at the top dose activation, usual class: activators; 320,000 compounds, 0.19% hits; AID 485349, 2010; note: potency is the fitted concentration of half-maximal effect; % of control where 0% means no effect; nearly all actives have a fitted effect of over 45% in size
#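 ATM-like activity read as KAP-1 phosphorylation via AlphaLISA donor/acceptor antibody pairs after lysis and 6 hr at 25C. Cells were ATM-null patient fibroblasts ([…], hTERT), dosed 60 min, then exposed to the DSB inducer NCS for 30 min.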
# TRPV1 ag – HTS Assay for Compounds that Act as Agonists of the Vanilloid Receptor 1 | activation, % at 8.33 µM | TRPV1-expressing cells, Fluo-8 calcium influx, agonist mode | AID 540275, 2011 | 320,000 compounds, 0.19% hits | Transient receptor potential cation channel subfamily V member 1 (Homo sapiens), Q8NER1; in the data active = activation above about 80%; inconclusive = between about 30% and that limit; note: 0% is about no effect
#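 TRPV1-expressing cells were cultured overnight at 35.5C and loaded with Fluo-8 calcium dye for 40 to 90 min at room temperature. After a 10 s baseline, compound was added and calcium influx was read kinetically for 3 min (ex 480/em 520 nm).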
# CXXC DNA block – qHTS Fluorescence Polarization Assay for Inhibitors of MLL CXXC domain - DNA interaction; Potency, µM (series often up to 115 µM), inactives show at the highest dose activity change, negative = inhibition, most hits filed as inhibitors; AID 2662, 2010; 290,000 compounds, 0.037% hits; Histone-lysine N-methyltransferase 2A (Homo sapiens), Q03164; MLL-CXXC / FITC-HOXA9 DNA fluorescence polarization; active = well fitted inhibition curve with a large enough effect in the polarisation, with a control signal flat, not every such curve was filed as active; inconclusive = small, poorly fitted or top-dose-only effect, or effect the other way, or a change in a side signal; inactive = no such curve, though single readings can be large or run the other way; the % refers to the polarisation; note: potency is the fitted concentration of half-maximal effect
#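 Steps: dispense CXXC domain solution (7 uM) → pin compounds or unlabeled HOX-A9 DNA control → 5 min ambient → add FLSN-HOX-A9 solution (50 nM) → spin → 30 min ambient → fluorescence polarization. Tris pH 7.5/NaCl/DTT/BSA buffer.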
# GALK inhibitor – qHTS Assay for Inhibitors of Human Galactokinase (GALK); Purified GALK, Kinase-Glo residual ATP luminescence; Potency, µM (highest dose often 57.5 µM), for the others: at the highest dose activity change, negative = inhibition, usual class: inhibitors; 270,000 compounds, 0.007% hits; AID 1868, 2009; note: potency is the fitted concentration of half-maximal effect; % is set by controls: 0 for no effect and ±100 for the full control effect
#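 ATP-depletion format; final 35 uM ATP, 100 uM D-galactose, 5 nM enzyme; pH 8.0 HEPES/Mg2+ buffer; 60 min RT; luminescence read 10 min after detection reagent.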
# Integrin act MD – qHTS for Activators of Integrin-Mediated Alleviation for Muscular Dystrophy; Potency, µM (series often up to 38.3 µM), for the others: top-dose activation, most hits filed as activators; 350,000 compounds, 0.064% hits; AID 624291, 2012; alpha7betagal myoblasts, beta-gal FDG fluorescence, 48 h;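 note: potency is the fitted concentration of half-maximal effect; 100% = response of the positive control SU9516; nearly all actives have a fitted effect of over 60% in size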
#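 alpha7betagal+/- myoblasts (passage 13, 250/well) treated 48 h at 37C with compounds at 1:260 dilution of DMSO stock. Lysed, then beta-galactosidase activity read as FDG fluorescence (ex 480/em 540) after 30 min, with pre-read for autofluorescence.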
# KCNH2 3.1 block – qHTS for Inhibitors of KCHN2 3.1: Mutant qHTS. Potassium voltage-gated channel subfamily H member 2, brain isoform KCNH2 3.1 (human). U2OS KCNH2 3.1, thallium flux FluxOr; active compounds read low. activity change, % (tested at about 1.8 µM). 340,000 compounds, 0.95% hits;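 active = maximum activity change below -70%; inconclusive = maximum activity change from -70% to -50%; inactive = maximum activity change above -50%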;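 note: thallium influx rate constant from kinetic fluorescence after stimulation buffer; % is set by controls: 0 for no effect and ±100 for the full control effect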
#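 We transduce U2OS cells with the mutant 3.1 virus, culture them overnight, load FluxOr with Red40 quencher for 45 min, then add stimulation buffer and read kinetically for 2 min to derive a normalized rate constant.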
# FBPA coupling cs – qHTS Assay for Inhibitors of Fructose-1,6-bisphosphate Aldolase from Giardia Lamblia: Coupling assay counterscreen; activity change, negative = inhibition, % at 58.2 µM, hits read low; AID 2472, 2010; 290,000 compounds, 0.67% hits; coupling enzyme system counterscreen, AmpLite Red fluorescence; in the data active = activity change below about -30%; note: % is set by controls: 0 for no effect and ±100 for the full control effect
#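 Compounds tested against the coupling enzymes alone at 57.5 uM final; readout was AmpLite Red fluorescence (525/598 nm) after 20 min at RT.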
# MBNL1 CUG block – qHTS Assay for Inhibitors of MBNL1-poly(CUG) RNA binding; Muscleblind-like protein 1 (Homo sapiens), Q9NR56; TR-FRET MBNL1-His/biotin-(CUG)12 binding, 665/545 ratio; Potency, µM (doses to about 57.5 µM), inactives show at the highest dose activity change, negative = inhibition, actives largely listed as inhibitors; 280,000 compounds, 0.036% hits; active = well fitted inhibition curve with a large enough effect in the signal ratio, with a control signal flat, not every such curve was filed as active; inconclusive = small, poorly fitted or top-dose-only effect, or effect the other way, or a change in a side signal; inactive = no such curve, though single readings can be large or run the other way; the % refers to the signal ratio; note: potency is the fitted concentration of half-maximal effect; % is set by controls: 0 for no effect and ±100 for the full control effect
# Target sequence (Q9NR56 whole entry, looked up): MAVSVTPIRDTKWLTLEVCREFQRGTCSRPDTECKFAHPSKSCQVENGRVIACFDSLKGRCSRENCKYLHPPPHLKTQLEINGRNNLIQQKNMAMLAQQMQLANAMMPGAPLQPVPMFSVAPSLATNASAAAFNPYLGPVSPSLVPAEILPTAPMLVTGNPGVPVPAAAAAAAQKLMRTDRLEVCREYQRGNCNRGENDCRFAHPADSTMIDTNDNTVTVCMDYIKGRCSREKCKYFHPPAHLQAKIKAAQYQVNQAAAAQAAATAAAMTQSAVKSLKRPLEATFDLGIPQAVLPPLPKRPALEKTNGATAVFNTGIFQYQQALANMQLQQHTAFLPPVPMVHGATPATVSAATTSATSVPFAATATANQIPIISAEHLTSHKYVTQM
#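 Compounds (final 92 nM to 58 uM) are added to His-tagged MBNL1 and biotin-(CUG)12, then terbium anti-His antibody and streptavidin-XL665 (5 nM final). After 60 min at room temperature, the 665/545 nm ratio is read.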
# KCNH2 WT inh – qHTS for Inhibitors of KCHN2 3.1: Wildtype qHTS | 340,000 compounds, 0.37% hits | activity change, % at 1.84 µM | U2OS, BacMam KCNH2, thallium flux FluxOr; active compounds read low | AID 720551, 2013 | Voltage-gated inwardly rectifying potassium channel KCNH2 (Homo sapiens), Q12809;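 active = maximum activity change below -70%; inconclusive = maximum activity change between -70% and -50%; inactive = maximum activity change above -50%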; note: % is set by controls: 0 for no effect and ±100 for the full control effect
#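 U2OS cells transduced with wild-type KCNH2 virus are loaded with FluxOr dye for 45 min, and thallium flux is measured in kinetic reads before and after stimulation buffer. Rate constants are normalized to DMSO controls.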
# ASM inhibitor – Inhibitors of Secretory Acid Sphingomyelinase (S-ASM): qHTS | Sphingomyelin phosphodiesterase (Homo sapiens), P17405 | Potency, µM (highest dose often 57.5 µM), without a hit: at the highest dose activity change, negative = inhibition, usual class: inhibitors | placental ASM, HMU-PC fluorogenic substrate, 60 min | 340,000 compounds, 0.006% hits; note: potency is the fitted concentration of half-maximal effect
# Target sequence (P17405 47-631 limits assumed): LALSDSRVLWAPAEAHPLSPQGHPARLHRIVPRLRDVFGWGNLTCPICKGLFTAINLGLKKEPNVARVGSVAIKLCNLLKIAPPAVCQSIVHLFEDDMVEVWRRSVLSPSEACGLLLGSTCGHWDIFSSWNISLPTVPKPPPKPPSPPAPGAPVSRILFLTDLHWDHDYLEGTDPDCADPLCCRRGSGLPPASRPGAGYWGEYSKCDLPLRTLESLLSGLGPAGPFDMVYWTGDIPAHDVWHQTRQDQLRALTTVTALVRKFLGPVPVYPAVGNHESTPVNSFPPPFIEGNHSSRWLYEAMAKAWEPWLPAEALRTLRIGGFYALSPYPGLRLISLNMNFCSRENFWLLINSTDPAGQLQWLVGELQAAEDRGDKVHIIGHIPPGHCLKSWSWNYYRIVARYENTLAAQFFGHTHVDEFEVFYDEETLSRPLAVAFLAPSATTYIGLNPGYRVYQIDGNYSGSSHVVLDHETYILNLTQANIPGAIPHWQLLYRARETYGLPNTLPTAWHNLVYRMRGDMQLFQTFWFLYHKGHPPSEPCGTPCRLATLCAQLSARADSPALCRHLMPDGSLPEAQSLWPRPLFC
#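 HMU-PC0 cleavage (9 uM final) by human placental ASM, 60 min at 37 °C following 10 min compound exposure at RT; stopped at pH 10, fluorescence Ex 386/Em 447 nm.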
# * = called active by the depositor; ? = inconclusive; . = no result given; [ ] = remark or other dose. Unless noted, calls come from the whole dose curve; as a rule, active = well fitted curve in the direction sought with a large enough effect; inconclusive = small, poorly fitted or top-dose-only effect, or another doubt; inactive = no such curve, though single readings can be large; an effect the other way counts as inactive or inconclusive.
SMILES,A-T KAP1 phos,TRPV1 ag,CXXC DNA block,GALK inhibitor,Integrin act MD,KCNH2 3.1 block,FBPA coupling cs,MBNL1 CUG block,KCNH2 WT inh,ASM inhibitor
CC(C)c1csc2nc3n(c(=O)c12)CCCCC3,-6.0%,14.0,-7.3%,8.9%,?,18.7,7.4,-9.1%,5.7,2.2%
Cc1ccc(OCCNC(=O)C(=O)NCc2ccco2)cc1,1.1%,-2.6,4.8%,0.4%,-35.5%,12.8,3.8,6.6%,-0.7,2.4%
O=C(N/C(=C\c1ccc([N+](=O)[O-])cc1)C(=O)N1CCOCC1)c1ccco1,-7.6%,1.8,2.7%,10.7%,-7.5%,24.8,1.6,?,15.9,-1.5%
CSc1ccccc1NC(=O)Cn1c(-c2cscn2)nc2ccccc21,-7.8%,3.4,9.3%,-0.5%,-6.0%,9.4,0.6,-11.5%,-10.7,-2.7%
CN(C(=O)c1ccc(NC(=O)Cc2ccc(NC(=O)C3CCCN(C(=O)C4CCCCC4)C3)cc2)cc1)C1CCCC1 (stereo not given),.,.,.,.,-25.9%,-33.4,.,.,-5.2,-1.4%
CC(C)(C)C(=O)Nc1ccccc1-c1nc2ccccc2[nH]c1=O,5.9%,4.1,-3.4%,4.6%,9.9%,-14.9,-1.4,?,4.2,243.4%[activator]
CC(C)C(=O)N1CCN(c2nc(-c3ccccc3)c3c(c2C#N)CCCC3)CC1,-1.2%,?,9.1%,1.4%,?,5.5,7.1,13.0%,2.4,191.6%[activator]
Cc1nc(-c2nc(-c3c(C(=O)NNC(=O)Nc4ccccc4)noc3C)cs2)cs1,-7.2%,.,1.4%,0.3%,-48.9%[inhibitor],-93.8*,1.6,.,-77.3*,-3.7%
COc1cc(CNc2nnnn2C)cc(OC)c1OC,4.0%,1.6,4.3%,-2.0%,-5.6%,8.5,0.5,-2.6%,2.5,1.6%
COCCN(C(=O)COC(=O)/C=C/c1nc2ccccc2s1)c1c(N)n(Cc2ccccc2)c(=O)[nH]c1=O,-3.0%,-1.9,.,.,-52.1%[inhibitor],-23.3,.,.,-0.7,2.6%
CCCN(CC(=O)Nc1ccccc1OC)C(=O)c1cccc(S(=O)(=O)Nc2ccc(OC)cc2)c1,-0.6%,-1.8,.,.,13.7%,23.5,.,.,8.8,-1.8%
CC(=O)O/N=C/c1c(N2CCOCC2)n(C)c2ccccc12,10.6%,.,-7.4%,1.0%,-58.2%[inhibitor],6.5,-1.8,0.9%,-7.6,11.4%
O=C1C2C3CCC(O3)C2C(=O)N1c1cc(OCC(F)F)cc([N+](=O)[O-])c1 (stereo not given),-1.0%,-3.7,.,.,19.1%,5.6,.,.,-15.3,-3.8%
C/C=C/C=C\C(=O)Nc1cccc(C2=NOC3(C2)C[C@@H](C(N)=O)N(C(=O)c2cc([N+](=O)[O-])cc([N+](=O)[O-])c2)C3)c1 (stereo not given in full),-16.1%,-0.1,3.3%,-1.7%,-17.0%,7.8,-4.4,?,11.8,-7.6%
CN1CCC(N(C)S(=O)(=O)c2ccc(F)cc2F)CC1,-0.2%,3.2,-1.5%,-0.6%,?,2.3,-1.5,-7.3%,3.6,-1.7%
CCc1nnc2sc(-c3cc(-c4ccccc4)nc4ccccc34)nn12,-3.3%,-2.1,-5.4%,-0.1%,-7.1%,-15.2,3.2,7.0%,2.4,2.5%
OC(CNCCc1ccc(C(F)(F)F)cc1)COc1ccc2ccccc2c1 (stereo not given),-12.3%,7.1,?,0.7%,-45.8%[inhibitor],1.7,-5.5,2.0%,15.9,-12.0%
CCOC(=O)c1sc(N=NC2=C(O)CCCC2=O)c(C(=O)OCC)c1C,-5.7%,2.7,-5.0%,2.5%,-25.4%,-48.1,-0.3,.,-4.2,-7.7%
CC(C(=O)Nc1ccc2c(c1)OCCO2)N1Cc2ccccc2C1=O (stereo not given),-4.7%,-2.0,6.2%,4.7%,30.4%,-28.1,.,0.4%,-2.1,2.7%
COc1ccc(-n2c(SCC(=O)O)nnc2-c2ccc(NC(=O)c3ccccc3)cc2)cc1,31.5%,-6.1,1.7%,-2.3%,20.6%,-0.6,18.1,1.0%,-5.0,0.4%

# The closing 2 records of the part above come first, to join the parts:
SMILES,A-T KAP1 phos,TRPV1 ag,CXXC DNA block,GALK inhibitor,Integrin act MD,KCNH2 3.1 block,FBPA coupling cs,MBNL1 CUG block,KCNH2 WT inh,ASM inhibitor
CC(C(=O)Nc1ccc2c(c1)OCCO2)N1Cc2ccccc2C1=O (stereo not given),-4.7%,-2.0,6.2%,4.7%,30.4%,-28.1,.,0.4%,-2.1,2.7%
COc1ccc(-n2c(SCC(=O)O)nnc2-c2ccc(NC(=O)c3ccccc3)cc2)cc1,31.5%,-6.1,1.7%,-2.3%,20.6%,-0.6,18.1,1.0%,-5.0,0.4%
COc1ccccc1N1C(=O)CC(N2CCN(c3ccc(Cl)cc3)CC2)C1=O (stereo not given),-4.3%,-1.0,5.8%,0.8%,?,14.2,0.1,?,7.1,-9.6%
O=C(CCN1CCCC1=O)NC1CCCc2c1cnn2-c1ccccc1F (stereo not given),0.8%,-1.5,12.4%,0.3%,18.0%,-4.2,-1.2,3.3%,-0.5,-0.5%
O=C1Nc2ccccc2OC1CC(=O)N1CCCC1 (stereo not given),2.9%,8.6,5.8%,1.4%,-10.7%,-9.4,-3.6,-4.0%,-3.6,1.2%
O=C(CSc1ncn[nH]1)Nc1ccc(Cl)c(Cl)c1,0.2%,16.6,5.8%,0.2%,-36.3%,-18.4,3.0,-0.5%,3.6,-1.3%
CC(C)(C)c1nnc(NC(=O)c2cccnc2)s1,9.0%,1.3,5.7%,1.0%,1.8%,8.4,-6.0,0.5%,9.7,2.1%
COc1ccc(CC(=O)Nc2cc(S(=O)(=O)Nc3ccc(OC)cc3)ccc2OC)cc1,2.6%,.,.,.,5.4%,-12.2,.,.,-1.0,-4.0%
Cc1cc(NCCc2ccc(Cl)cc2)n2ncnc2n1,7.1%,-1.2,-2.5%,8.8%,22.8%,7.6,1.3,-4.0%,0.5,1.1%
CCOC(=O)C(C)n1nc(-c2ccccc2)c2ccccc2c1=O (stereo not given),10.0%,?,-9.1%,7.9%,-10.0%,.,0.5,-8.3%,-6.9,-1.6%
CCOC(=O)CC(=O)NC(CC(=O)OC)c1ccc(Br)cc1 (stereo not given),3.2%,-1.6,-3.8%,-1.3%,-15.9%,2.0,3.2,-2.3%,8.2,1.0%
N#CC1=C(N)OC2=C(C(=O)CCC2)C1Cc1ccccc1 (stereo not given),.,.,.,.,-21.2%,-24.9,.,.,11.2,2.9%
CNC(=O)/C(C#N)=C/c1ccc(-c2ccc(Cl)cc2)o1,9.7%,0.2,4.8%,6.7%,-8.3%,3.2,4.2,?,-4.0,16.6%
CCN1CCN(CCCNC(=O)c2csc3c2CCCCC3)CC1,2.0%,-1.8,2.4%,2.6%,8.0%,2.7,-0.4,-6.4%,53.8,5.3%
O=C(COc1ccc(F)cc1)Nc1nnc(C2CC2)s1,1.6%,0.5,.,.,42.5%,31.9,.,.,0.2,4.4%
CCC(CC)C(=O)N=C1SC2CS(=O)(=O)CC2N1CCc1ccc(OC)c(OC)c1 (stereo not given),-10.5%,5.2,-3.8%,-0.2%,-21.7%,5.7,2.3,2.2%,-8.1,4.8%
Cc1ccc(NC(=O)Cn2cc(C(=O)C3CC3)c3ccccc32)c(C)c1,-5.8%,1.7,-6.7%,0.8%,-4.7%,-3.2,-0.8,-0.9%,-4.1,-2.9%[11.5 µM]
CCc1ccc(OCc2ccc(C(=O)NCc3ccccn3)o2)cc1,-5.5%,?,2.8%,-2.4%,-2.8%,21.4,-2.3,-3.7%,-5.3,-0.9%
COc1ccc(Cc2nnc(N=Nc3c(O)[nH]c4ccc(Br)cc34)[nH]c2=O)cc1,-19.6%,-0.3,-6.5%,5.8%,40.1%,-12.8,3.4,-2.6%,-15.1,?
Nc1c(-c2ccccc2)n[nH]c1-c1ccccc1,-7.5%,-0.4,1.9%,0.0%,5.3%,5.7,2.9,-0.6%,14.1,-0.6%
Cc1nnc2sc(SCC(=O)Nc3ccc(Cl)cc3)nn2c1=O,5.9%,-3.2,0.1%,0.9%,24.0%,-9.1,1.4,11.8%,-6.7,4.5%
